# TLR9-MyD88 inh: inhibitors of human TLR9-MyD88 binding; hit rate 0.21% among 340,000; CHO BLA complementation TLR9-MyD88, CCF4 FRET ratio; inhibition, % at 4.98 µM; Q9NR96+Q99836; AID 504734;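 active = inhibition above the mean over all tested compounds plus 3 SD, cut at about 21% in these data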;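 also: 0% = DMSO only wells and 100% = clavulanate BLA inhibitor control wells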
# TRAIL sens C8: caspase-8 TRAIL sensitization; NB7+C8 cells + TRAIL, ATPlite viability luminescence; inhibition (viability loss, TRAIL sensitization), % at 10 µM; hit rate 1% among 360,000;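 active = compounds causing at least 50% loss of cell viability in the single-dose screen, relative to plate controls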
# NR5A2 inv ag: suppresses constitutive activity of human LRH-1 | O00482 | HEK293T StAR-luciferase reporter, LRH-1 transfected, 24 h | inhibition, % at 3.6 µM | hit rate 0.13% among 360,000 | AID 602396;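 active = inhibition above the mean inhibition of all tested compounds plus 3 SD, cut at about 73% in these data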;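 also: 0% = DMSO wells and 100% = reporter-only cells lacking LRH-1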
# EBV LMP1 NFkB: Epstein-Barr LMP1 NF-kappaB reporter inhibition; LMP1-induced NF-kappaB luciferase reporter cells, luminescence; inhibition, % at 12.5 µM; hit rate 0.69% among 350,000; in the data active = inhibition above about 41%;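 also: 0% = neutral control wells and 100% = reference inhibitor control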
# NOD2-RIPK2 inh: blocks binding of human NOD2 to RIPK2; O43353; AID 624267; CHO BLA complementation NOD2-RIPK2, CCF4 ratio; inhibition, % at 4.98 µM; hit rate 0.38% among 360,000; in the data active = inhibition above about 21%;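 also: 0% = vehicle only and 100% = reference blocker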
# SRC2 inh: inhibits human steroid receptor coactivator 2 | HEK293 GAL4-SRC2 luciferase reporter, luminescence | inhibition, % at 9 µM | hit rate 0.17% among 370,000;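 active = inhibition above the mean inhibition of all tested compounds plus 3 SD, set per campaign, cut at about 52% in these data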;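 also: 0% = DMSO treated cells and 100% = cells given Gossypol at 36 µM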
# SRC3 inh: inhibits human SRC3 coactivator | Q9Y6Q9 | AID 588352 | inhibition, % at 3.6 µM | HEK293 GAL4-SRC3 luciferase reporter, luminescence | hit rate 0.17% among 360,000;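 active = inhibition above a per-campaign cutoff, the mean of all compounds plus 3 SD, cut at about 60% in these data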;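 also: 0% = DMSO-treated cells and 100% = gossypol-treated cells at 36 µM; higher means less SRC3-driven luciferase light from the GAL4 reporter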
# SRC1 inh: inhibits human SRC1 coactivator. Q15788. HEK293 GAL4-SRC1 luciferase reporter, luminescence. inhibition, % at 3.6 µM. hit rate 0.12% among 360,000. AID 588354;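 active = inhibition above the campaign mean plus 3 SD, with each screening campaign given its own cutoff, cut at about 60% in these data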;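 also: 0% = DMSO treated cells and 100% = gossypol at 36 µM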
# Target sequence (Q15788 whole entry, looked up, the tested form may be a part): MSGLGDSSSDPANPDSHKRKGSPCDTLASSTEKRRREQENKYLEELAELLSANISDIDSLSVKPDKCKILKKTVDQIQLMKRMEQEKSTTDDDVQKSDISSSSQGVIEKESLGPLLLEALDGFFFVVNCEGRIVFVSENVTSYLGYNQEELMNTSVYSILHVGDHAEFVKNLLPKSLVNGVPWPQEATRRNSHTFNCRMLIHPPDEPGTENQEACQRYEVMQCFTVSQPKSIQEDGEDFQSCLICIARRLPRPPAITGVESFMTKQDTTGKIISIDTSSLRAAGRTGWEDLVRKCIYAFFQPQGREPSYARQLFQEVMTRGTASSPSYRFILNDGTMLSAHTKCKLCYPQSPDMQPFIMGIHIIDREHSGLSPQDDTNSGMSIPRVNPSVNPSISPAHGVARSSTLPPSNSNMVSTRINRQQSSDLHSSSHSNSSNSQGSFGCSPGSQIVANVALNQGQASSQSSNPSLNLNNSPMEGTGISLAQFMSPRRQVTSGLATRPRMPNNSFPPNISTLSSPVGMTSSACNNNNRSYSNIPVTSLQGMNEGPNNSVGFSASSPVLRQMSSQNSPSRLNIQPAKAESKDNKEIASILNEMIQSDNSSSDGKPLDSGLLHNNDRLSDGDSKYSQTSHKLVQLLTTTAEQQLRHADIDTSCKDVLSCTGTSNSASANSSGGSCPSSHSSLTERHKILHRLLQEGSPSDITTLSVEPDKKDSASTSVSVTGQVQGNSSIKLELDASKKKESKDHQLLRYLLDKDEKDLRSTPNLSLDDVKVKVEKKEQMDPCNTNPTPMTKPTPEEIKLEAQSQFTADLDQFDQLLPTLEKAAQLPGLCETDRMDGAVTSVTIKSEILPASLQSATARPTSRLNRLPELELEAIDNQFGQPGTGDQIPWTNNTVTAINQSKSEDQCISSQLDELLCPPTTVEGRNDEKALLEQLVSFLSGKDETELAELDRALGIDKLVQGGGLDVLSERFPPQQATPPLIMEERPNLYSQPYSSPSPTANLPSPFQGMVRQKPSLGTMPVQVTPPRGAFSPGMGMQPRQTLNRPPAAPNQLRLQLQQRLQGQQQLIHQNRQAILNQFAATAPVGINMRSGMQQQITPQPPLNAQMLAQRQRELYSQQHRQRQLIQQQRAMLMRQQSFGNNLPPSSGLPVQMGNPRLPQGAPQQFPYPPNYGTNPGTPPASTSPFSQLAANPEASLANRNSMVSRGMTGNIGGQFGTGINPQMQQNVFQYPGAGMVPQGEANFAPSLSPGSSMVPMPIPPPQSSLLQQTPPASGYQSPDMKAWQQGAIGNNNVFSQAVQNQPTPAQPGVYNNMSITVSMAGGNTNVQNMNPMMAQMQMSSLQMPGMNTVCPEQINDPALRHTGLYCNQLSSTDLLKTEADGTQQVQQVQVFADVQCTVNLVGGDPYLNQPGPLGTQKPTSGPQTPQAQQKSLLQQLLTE
# TROY signal inh: TROY signaling inhibition. Q293 LMP1-TROYcd NF-kB luciferase reporter, 4 h. inhibition, % at 10 µM. hit rate 0.98% among 360,000. AID 1347056;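 active = compounds whose plate-normalised and pattern-corrected inhibition of the luciferase reporter signal at the single screening dose is 50% or more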
# COUP-TFII inh: NR2F2 (human) inhibition, primary screen. hit rate 0.7% among 370,000. P24468. inhibition, % at 8.6 µM. HEK293T NGFI-A luciferase reporter, luminescence. AID 686940;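 active = inhibition above a per-plate cutoff, mean inhibition of test wells between control levels plus 3 SD, cut at about 38% in these data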;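 also: cells cotransfected with COUP-TFII expression vector driving the NGFI-A reporter; 0% = median of COUP-TF2 test wells and 100% = reporter-only cells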
# Vif inh: HIV Vif inhibition | HEK293T cells, Vif self-association by quenched fluorescence, imaging, 24 h | inhibition, % at 7.49 µM | hit rate 0.35% among 340,000; in the data active = inhibition above about 50%, passing the limit was not always enough; also: some results filed as inactive read as strong as hits
# * = called active by the depositor; nt = not tested or not shown; & = joins results of further samples. These rows are one share of the data; count on the stated rates, not on these rows.
Structure	SRC1 inh	TLR9-MyD88 inh	SRC3 inh	NR5A2 inv ag	NOD2-RIPK2 inh	SRC2 inh	COUP-TFII inh	TROY signal inh	EBV LMP1 NFkB	Vif inh	TRAIL sens C8
FC(F)(F)c1cccc(NC(=S)Nc2ccc(Cl)cc2Cl)c1	-5	2	-14	-2	-1	-3	4	1	2	nt	44
CS(=O)(=O)Nc1cccc(-c2ccc3nncn3c2)c1	-2	nt	-5	7	-8	-6	-17	-26	nt	25	-12
CC(C)C(C)NC(=O)CN1C(=O)NC(C)(c2ccc3ccccc3c2)C1=O (stereo not drawn)	-14	7	6	-4	-4	-17	-9	-15	-9	nt	-8
Cc1noc(C)c1S(=O)(=O)N1CCCC(C(=O)NCc2ccccn2)C1 (stereo not drawn)	6	-3	8	5	-14	0	11	7	6	-4	-1
Cc1cccc(C2NC(=O)c3ccccc3O2)c1 (stereo not drawn)	0	-12	7	-3	-3	-13	26	1	0	-5	15
Cc1cc(C)n2c(SCC(=O)Nc3ccc(F)cc3F)nnc2n1	-1	2	17	-8	-8	-4	-3	7	5	-2	3
CCCCCCN1CCN(C2CN(Cc3cn(Cc4ccccc4)nn3)S(=O)(=O)C2)CC1 (stereo not drawn)	nt	nt	nt	17	-13	7	9	-9	nt	nt	-9
O=C(CSc1ncnc2[nH]ncc12)Nc1nc(-c2ccc(F)c(F)c2)cs1	-1	1	4	23	1	19	36	39	6	-14	8
O=C(OCn1nnc2ccccc2c1=O)c1cccnc1	-25	5	4	-3	-5	11	-2	8	2	3	8
O=C(NCc1ccccc1)c1cc(C2CCCCN2C(=O)c2ccc(Cl)cc2)on1 (stereo not drawn)	-4	nt	-19	5	-1	-4	6	12	nt	-10	21
CCOC(=O)c1sc(C)c2c1NC(C)(c1ccccc1)NC2=O (stereo not drawn)	9	8	-4	14	1	-9	-6	6	0	8	-4
O=C1CCCCCN1C(=O)c1cccc(C(=O)N2CCCCCC2=O)c1	-11	8	0	-3	-8	-6	2	nt	-4	5	-19
OC12CCCCC1C(c1ccc3c(c1)OCO3)N(Cc1cccc(F)c1)CC2 (stereo not drawn)	8	-5	4	-14	5	9	-15	-17	0	-2&6	3
CC(C)C1CC(CCN)(c2ccccc2)CCO1 (stereo not drawn)	-1	-10	10	-10	-2	-19	8	-17	6	10	-15
Cc1nnc2c3ccccc3c(-c3cccs3)nn12	9	-11	27	27	1	-49	-62	-2	-3	-5	7
CCOC(=O)c1oc2c(CN3CCN(C)CC3)c(O)ccc2c(=O)c1-c1ccccc1OC	-6	-11	-13	-23	-14	13	-13	5	7	6	-8
Cn1nc(C(=O)NNC(=O)CCc2ccccc2Cl)c2ccccc2c1=O	-15	7	5	-8	1	-22	-2	-18	-1	2	-4
NNc1nc2cc3c(cc2s1)OCCO3	-30	7	-6	11	-3	-11	8	30	-7	-20	-2
CCN(CC)CCCN(Cc1cc2cc3c(cc2[nH]c1=O)OCO3)C(=S)NCCOC	-30	-6	4	-18	-8	0	13	-12	3	-10	9
COc1ccc(OC(F)(F)F)cc1CC1(C)C(=O)Nc2c(Cl)ccc(Cl)c21 (stereo not drawn)	15	nt	7	21	-15	nt	nt	6	nt	nt	2

# Further structures
Structure	SRC1 inh	TLR9-MyD88 inh	SRC3 inh	NR5A2 inv ag	NOD2-RIPK2 inh	SRC2 inh	COUP-TFII inh	TROY signal inh	EBV LMP1 NFkB	Vif inh	TRAIL sens C8
CCS(=O)(=O)N1CCCC(C(=O)NCc2ccc3c(c2)OCO3)C1 (stereo not drawn)	-4	1	-9	-6	-8	-17	4	3	1	12	1
Cc1ccc(CNC(=O)c2nn(C)c3c2CS(=O)(=O)c2ccccc2-3)cc1	4	0	6	-19	-6	16	1	17	-9	-9	-4
COc1ccc(C(=O)NCCSCc2ccc(Cl)cc2)cc1OC	10	3	-55	10	-3	-6	17	-2	3	-4	-16
CCOc1ccc(-n2nc3ccc(N)cc3n2)cc1	-57	-7	-20	-53	-11	49	21	-40	7	-7	35
Cc1cc(=O)n2nc(N3CCC(C(=O)NCCc4ccccc4)CC3)sc2n1	-8	4	-1	-5	-5	-2	-3	9	-6	-9	-3
Cc1cc(C)c(NC(=O)COC(=O)C2=COCCO2)c(C)c1	-16	7	5	-5	-3	0	9	-9	-1	nt	-3
COc1cc(C)cc2oc(=O)c(CC(=O)N3CCN(C(=O)C4COc5ccccc5O4)CC3)c(C)c12 (stereo not drawn)	12	-8	16	-6	-11	21	30	3	3	-5	-11
COc1ccc(-c2nc3c(Cl)cc(C(F)(F)F)cn3c2Cc2ccc(C)cc2)cc1OC	-7	nt	9	11	0	2	-5	13	nt	nt	6
CC(C)Oc1ccc(-c2nc(NCC3CCCO3)c3ccccc3n2)cc1 (stereo not drawn)	-16	1	-11	-4	-3	-18	-21	1	-15	-13	6
Cc1ccc(C(=O)N2CCc3cc4c(cc3C2C)OCCCO4)cc1 (stereo not drawn)	-12	-8	-3	5	10	-13	-7	15	-11	-7	5
CCn1ncc(C2=NOC(C(=O)N3CCN(c4ccccc4)CC3)C2)c1C (stereo not drawn)	6	4	14	-13	5	nt	nt	8	1	21	-4
CCN1CCN(c2ccc(S(=O)(=O)N3CCCCC3)cc2NC(=O)c2cccc(C(F)(F)F)c2)CC1	0	2	-4	0	0	-1	26	-60	4	-2	2
Cc1nc(CC(C)C)cc(C(=O)N2CCCC(Nc3ccc(C)c(C)c3)C2)n1 (stereo not drawn)	-4	-6	15	-1	5	-1	3	11	1	18	5
CCCn1nnc(NC(=O)c2ccc(OC)cc2)n1	-70	7	-74	-60	-2	-62	-37	-9	-6	13	7
COc1ccccc1NC(=O)CNC(=O)c1ccc(F)cc1	-1	1	11	6	0	-8	-7	-1	7	-4	-1
CC(C)c1nnc(NC(=O)CCC(=O)NCc2ccccc2Cl)s1	-150	2	2	-17	-13	-9	-7	24	0	9	-4
COCc1cc(C)n(CC(=O)Nc2ccccc2OC)c(=O)c1C#N	2	-2	13	1	-110	-22	10	0	-2	-7	0
CC(C)CC(=O)Nc1ccnn1C1CCN(C(=O)c2ccc(F)cc2Cl)CC1	0	-16	6	0	-3	5	-13	-10	0	6	-30
Cc1cc(OCC(=O)OCC(=O)NC2CCCCC2C)ccc1Cl (stereo not drawn)	3	0	8	-11	-1	21	0	-1	-2	-2	-21
COc1ccc(CCNC(=O)C2CCC(CNc3c(N4CCCC4)c(=O)c3=O)CC2)cc1OC (stereo not drawn)	-20	6	-13	13	-10	-27	-4	nt	-7	5	-6

# (further entries)
Structure	SRC1 inh	TLR9-MyD88 inh	SRC3 inh	NR5A2 inv ag	NOD2-RIPK2 inh	SRC2 inh	COUP-TFII inh	TROY signal inh	EBV LMP1 NFkB	Vif inh	TRAIL sens C8
CN(C)Cc1ccc(CNC(=O)COc2ccc3ccccc3c2)cc1	-19	-3	-10	-5	-4	-4	-7	-24	-13	-6	-11
COc1cccc(C(O)c2nc(-c3ccc4ccccc4c3)cs2)c1 (stereo not drawn)	-32	nt	-39	-49	-4	-56	-30	-23	nt	-9	-5
Cc1cc(C)cc(N2CC(C)Cn3c2nc2c3c(=O)[nH]c(=O)n2C)c1 (stereo not drawn)	5	-6	-14	-4	3	1	6	2	34	6	15
CC1CCC/C(=N\NC(=S)NCc2ccccc2)C1 (stereo not drawn)	-4	11	-5	6	-1	-9	3	-21	1	nt	-4
C/C(=N\NC(=O)c1cccc(Br)c1)c1cccc(NC(=O)c2ccc(C)o2)c1	-27	-4	-20	-44	-1	-25	-42	-8	-1	30	28
CCN(C(=O)CN1CCC(C)CC1)c1c(N)n(Cc2ccccc2)c(=O)[nH]c1=O	-4	-9	-15	2	-7	19	-22	3	-1	-3	8
CN(C(=O)CN1CCCCCC1)c1c(N)n(Cc2ccccc2)c(=O)[nH]c1=O	7	2	8	-10	-3	-4	-25	-1	7	-4	-6
O=[N+]([O-])c1cccc(-c2ccc(C(=S)N3CCN(c4ccccc4)CC3)o2)c1	4	nt	-1	-10	-7	-6	5	0	nt	1	-14
CSc1ccc(C2C(C#N)=C(N)N(c3ccccc3)C3=C2C(=O)CCC3)cc1 (stereo not drawn)	-8	-19	4	3	-7	-2	24	10	-9	-2	2
COc1cc(/C=N/N(C)S(=O)(=O)c2ccc(C)cc2)cc([N+](=O)[O-])c1O	2	0	25	-7	-5	8	14	3	-9	0	2
COc1ccc(NS(=O)(=O)c2cccc(C(=O)NCc3ccccn3)c2)cc1	-13	2	6	-7	-2	2	16	-13	-5	-1	-9
CCOC(=O)C1(Cc2cccc(Cl)c2)CCCN(C(=O)c2ccnn2C)C1 (stereo not drawn)	-56	-5	-12	-57	1	-55	-2	-41	-26	nt	1
CC(=O)Nc1ccc(S(=O)(=O)N2CCC(C(=O)c3ccc(Cl)cc3)CC2)cc1	12	-4	6	4	4	6	19	23	-2	-30	9
Cc1cc(/C=N/NC(=O)c2cc3ccccc3o2)c(C)n1C	14	5	25	18	-2	-9	14	0	15	1	23
Cn1cnnc1SCC(=O)c1ccco1	-9	-12	0	8	-19	-16	7	7	-18	-2	-3
Cc1ccc(-c2c(=O)n(O)c3ccccc3[n+]2[O-])cc1	-24	3	-3	-10	5	-36	-4	-33	-3	11	-22
c1ccc(-c2sc3ccccc3c2-c2ccc(OCCN3CCCCC3)cc2)cc1	-10	-6	6	-4	-1	11	18	-2	-3	-2	6
O=C(COc1cccc(C(F)(F)F)c1)NNC(=O)c1ccc(=O)[nH]c1	-24	10	10	12	-14	-25	4	-5	72*	-4	-13
CC1CCN(S(=O)(=O)c2cccc(C(=O)Oc3ccc([N+](=O)[O-])cc3)c2)CC1	14	5	19	1	-34	-25	12	12	-5	-4	-4
O=C(NC1CCCCC1)c1noc2c1CCCCC2	-8	-6	-20	-23	-3	-18	8	42	-10	-2	35

# (more compounds)
Structure	SRC1 inh	TLR9-MyD88 inh	SRC3 inh	NR5A2 inv ag	NOD2-RIPK2 inh	SRC2 inh	COUP-TFII inh	TROY signal inh	EBV LMP1 NFkB	Vif inh	TRAIL sens C8
O=C(NC1CCCC1)C1C(c2ccc(C(F)(F)F)cc2)=Nc2ccccc2N1C(=O)c1cccc2ccccc12 (stereo not drawn)	nt	nt	nt	19	-1	-6	13	nt	nt	nt	9
Cc1cc(C)c(S(=O)(=O)NCC2CCC(C(=O)NCc3ccccn3)CC2)c(C)c1 (stereo not drawn)	2	-1	3	-4	12	16	-16	1	-4	-16	1
CNC(=O)c1ccsc1NC(=O)CN1C(=O)CCC1=O	-9	1	-9	9	-3	7	-5	-14	-1	nt	-2
Cc1ccc(-n2c(C)cc(C(=O)CSc3n[nH]c(N)n3)c2C)cc1	-27	-1	-29	-46	0	-12	1	-16	6	-16	10
COc1ccc(C(=O)CSc2nnc(-c3ccco3)n2C)cc1	-13	-8	-5	-9	0	29	-9	2	-21	nt	-3
CN1CCN(C(=O)c2ccc3c(c2)N(Cc2ccc(Cl)cc2)C(=O)c2ccccc2S3=O)CC1 (stereo not drawn)	5	-10	3	-12	-3	-13	-8	7	-4	-5	-7
COc1ccc(/C=C/CN2CCC(Oc3ccc(C(=O)N4CCCCC4)cc3)CC2)cc1	12	-8	11	14	4	-12	2	-9	4	-4	4
